HCV inh = inhibitors of hepatitis C virus infection; Potency, µM (top dose mostly 41.8 µM), for the others: top-dose activity change, negative = inhibition, hits mostly inhibitors; actives 3.4% (n = 340,000); Huh7.5.1 HCVcc-Cre infection, luciferase reporter, 44 h; note: potency is the fitted concentration of half-maximal effect
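Cells (1,000/well) were plated 4 h before compound, then infected with HCVcc-Cre virus (~0.5 moi). After 44 h further culture, infection was read as luciferase luminescence following a 15 min substrate incubation at room temperature.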
HCMV antiviral = inhibitors of human cytomegalovirus. HFF cells, HCMV-luciferase reporter, 72 h; active compounds read low. activity change, negative = inhibition, % at 57.5 µM. actives 4.5% (n = 410,000). AID 1259415; in the data active = activity change below about -60%; inconclusive = no clear call, values can overlap the other calls; inactive = above about -39%
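Compounds were evaluated in HFFs infected with an HCMV luciferase reporter virus (MOI 1 PFU/cell). Luciferase in lysates collected 72 h post infection served as the replication measure.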
AmpC detergent = AmpC beta-lactamase inhibition with detergent present. P00811. AmpC hydrolysis of nitrocefin, absorbance 480 nm, 0.01% Triton. Potency, µM (highest dose often 114 µM), inactives show at the highest dose activity change, negative = inhibition, most hits filed as inhibitors. actives 0.041% (n = 370,000). AID 485294;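 note: potency is the fitted concentration of half-maximal effect; 0% = no-compound wells and -100% = no-enzyme wells; nearly all actives have a fitted effect of over 25% in size; some results filed as inactive show a strong effect at the top dose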
Target sequence (P00811 whole entry, looked up): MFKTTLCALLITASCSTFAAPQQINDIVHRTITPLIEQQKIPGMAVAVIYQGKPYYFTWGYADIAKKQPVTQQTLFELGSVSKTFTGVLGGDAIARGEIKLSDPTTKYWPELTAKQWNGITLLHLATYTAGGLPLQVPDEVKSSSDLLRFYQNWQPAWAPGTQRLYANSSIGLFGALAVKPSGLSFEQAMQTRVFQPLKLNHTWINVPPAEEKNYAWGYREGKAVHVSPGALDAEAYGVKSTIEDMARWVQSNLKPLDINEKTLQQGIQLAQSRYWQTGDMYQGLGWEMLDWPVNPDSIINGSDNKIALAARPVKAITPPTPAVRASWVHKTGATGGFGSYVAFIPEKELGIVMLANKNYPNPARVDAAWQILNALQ
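20 mM phosphate pH 7.0 + 0.01% (detergent screen) or 0.0001% Triton X-100; 5.3 nM AmpC reagent; cpd preinc 15 min RT; nitrocefin (800 uM stock) to start; A480 q20 s × 4 min; Activity was normalised to no-enzyme and no-compound control wells.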
Giardia FBPA inh = Giardia lamblia aldolase inhibition; A8B2U2; purified Giardia FBPA; Potency, µM (top dose mostly 59.6 µM), inactives show at the highest dose activity, negative = inhibition, usual class: inhibitors; actives 0.71% (n = 290,000); AID 2451; note: potency is the fitted concentration of half-maximal effect; nearly all actives have a fitted effect of over 55% in size
Target sequence (A8B2U2 whole entry, looked up): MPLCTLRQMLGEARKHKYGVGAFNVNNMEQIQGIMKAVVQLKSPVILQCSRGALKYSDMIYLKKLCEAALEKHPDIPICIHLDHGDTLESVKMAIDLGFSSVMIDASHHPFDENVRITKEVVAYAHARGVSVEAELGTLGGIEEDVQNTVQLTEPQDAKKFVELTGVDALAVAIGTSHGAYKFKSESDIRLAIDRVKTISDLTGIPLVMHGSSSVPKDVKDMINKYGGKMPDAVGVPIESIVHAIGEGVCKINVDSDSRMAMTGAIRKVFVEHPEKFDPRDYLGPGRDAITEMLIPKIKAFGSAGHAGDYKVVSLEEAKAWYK
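40 nM FBPA preincubated 10 min at RT with compound (up to 57.5 uM final), then substrate plus GAPDH/TPI/NAD/arsenate coupling and diaphorase/resazurin added. Fluorescence read after 20 min at RT, 525/598 nm.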
AmpC no deterg = inhibitors of E. coli AmpC beta-lactamase without detergent. P00811. AmpC nitrocefin hydrolysis, absorbance 480 nm, 0.0001% Triton. Potency, µM (titrated, usually from 57.1 µM), inactives show top-dose activity change, negative = inhibition, actives largely listed as inhibitors. actives 0.52% (n = 330,000). AID 485341;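 note: potency is the fitted concentration of half-maximal effect; plate controls were no compound for no effect and no enzyme for full effect; nearly all actives have a fitted effect of over 20% in size; some results filed as inactive show a strong effect at the top dose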
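20 mM phosphate pH 7.0 + 0.01% (detergent screen) or 0.0001% Triton X-100; 5.3 nM AmpC reagent; cpd preinc 15 min RT; nitrocefin (800 uM stock) to start; A480 q20 s × 4 min; Activity was normalised to no-enzyme and no-compound control wells.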
Sm TGR inh = inhibitors of Schistosoma mansoni thioredoxin glutathione reductase; actives 3% (n = 360,000); purified TGR, DTNB reduction, TNB absorbance 405 nm; AID 485364; Potency, µM (titrated, usually from 114 µM), inactives show at the highest dose activity change, negative = inhibition, hits mostly inhibitors; Q962Y6; note: potency is the fitted concentration of half-maximal effect; nearly all actives have a fitted effect of over 60% in size
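First, TGR (20 nM dispensed) and NADPH were mixed with compound. Second, a 15 min room-temperature incubation followed. Third, further NADPH and then DTNB were added to start the reaction. Finally, TNB absorbance was monitored kinetically.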
* = called active by the depositor; ? = inconclusive; . = no result given; [ ] = dose if it differs, or a comment. Unless noted, calls come from the whole dose curve; as a rule, active = well fitted curve in the direction sought with a large enough effect; inconclusive = small, poorly fitted or top-dose-only effect, or another doubt; inactive = no such curve, though single readings can be large; an effect the other way counts as inactive or inconclusive. Unless noted, % is set by controls: 0 for no effect and ±100 for the full control effect. Rows were taken by chance; 9.9% or so of the library scored in one or more.

Each structure is followed by: HCV inh	HCMV antiviral	AmpC detergent	Giardia FBPA inh	AmpC no deterg	Sm TGR inh
Cc1ccc(CN(C(=O)COc2ccc([N+](=O)[O-])cc2)c2ccccn2)cc1
  .	1.4	13.3%	.	.	0.2%
CC(=O)Oc1ccc(/C=C2\N=C(C3CCCCC3)OC2=O)cc1
  17.4%	38.4	-4.2%	3.5%	-27.3%	?
COc1ccc2oc(C(=O)Nc3nccs3)c(C)c2c1
  10.1%	73.8	?	.	-19.8%	-10.7%
COc1cccc(C(=O)NC(=S)Nc2ccc(Cl)c(C(=O)O)c2)c1
  6.4%	28.0	?	?	.	31.6µM*
CSc1ccccc1NC(=O)COC(=O)c1ccc(-n2nc(C)cc2C)cc1
  -3.2%	-106.6*	.	.	-1.0%	.
CCC(C)n1c(=N)c(C#N)cc2c(=O)n3cccc(C)c3nc21 (stereo not drawn)
  -17.7%	?	-2.6%	-0.3%	-5.4%	16.0%
CC(Sc1nc2ccccc2s1)C(=O)N(C)Cc1ccccc1 (stereo not drawn)
  -30.0%	41.0	-0.5%	3.3%	-12.9%	-3.9%
COc1ccccc1NC(=O)CSc1nnc(CNC(=O)COc2ccc(Cl)cc2)o1
  -13.3%	43.7	-2.1%	4.4%	46.6%	1.0%
O=C(NC(Cc1c[nH]c2ccccc12)C(=O)N/N=C/c1cccc2ccccc12)c1cccs1 (stereo not drawn)
  ?	-21.3	-11.8%	-9.3%	-24.3%	-3.3%
CCc1ccccc1N(C)C(=O)CCc1nc(-c2ccc(C)cc2)no1
  ?	-24.6	?	-4.0%	8.3%	-20.0%
Cc1ccc(NC(=O)COC(=O)CSCC(=O)Nc2cc(C)on2)c(C)c1
  9.2%	-23.7	-19.0%	.	-6.3%	-6.1%
COCCn1c(C(F)(F)F)ccc(NC(=O)c2ccccc2)c1=O
  -4.1%	28.6	3.4%	-4.2%	4.1%	11.3%
CC(C)N(C(=O)CN1CCN(C(=O)C2COc3ccccc3O2)CC1)C(C)C (stereo not drawn)
  0.6%	-8.1	?	.	63.5%[activator]	-11.9%
CC(C)c1ccc(CN(C)C(=O)c2ccc(S(=O)(=O)NCc3ccco3)cc2)cc1
  6.31µM*	?	0.5%	.	15.6%	-0.7%
Cc1nc(SCc2ccc(C(=O)O)cc2)nc2c1CCCC2
  20.2%	-61.5*	-8.0%	-9.0%	28.2%	1.9%
COCCCNC(=O)Cn1cnc2c(NCc3ccccc3)ncnc21
  8.8%	8.4	.	.	-8.2%	.
NS(=O)(=O)c1ccc(CCNC(=O)CCC2COc3ccccc3O2)cc1 (stereo not drawn)
  1.3%	-9.7	0.2%	11.7%	-10.1%	-0.6%
Cn1c(=O)[nH]c(=O)c2c1nc(N1CCCCCC1)n2CCOc1ccccc1
  -14.2%	18.2	-3.2%	-3.8%	8.2%	10.3%
O=C(COC(=O)c1cccnc1Nc1cccc(C(F)(F)F)c1)NC1CCS(=O)(=O)C1 (stereo not drawn)
  ?	5.0	-7.6%	-8.7%	176.3%[activator]	-3.5%
COc1cc(OC)cc(C(=O)n2cnnc2N)c1
  13.0%	24.0	?	3.3%	-9.4%	9.6%

Taken from above:
CC(C)c1ccc(CN(C)C(=O)c2ccc(S(=O)(=O)NCc3ccco3)cc2)cc1 in AmpC no deterg is entered as 15.6%
COc1cccc(C(=O)NC(=S)Nc2ccc(Cl)c(C(=O)O)c2)c1 in Sm TGR inh is entered as 31.6µM*
CCc1ccccc1N(C)C(=O)CCc1nc(-c2ccc(C)cc2)no1 in AmpC no deterg is entered as 8.3%
COCCCNC(=O)Cn1cnc2c(NCc3ccccc3)ncnc21 in HCMV antiviral is entered as 8.4
O=C(COC(=O)c1cccnc1Nc1cccc(C(F)(F)F)c1)NC1CCS(=O)(=O)C1 (stereo not drawn) in Giardia FBPA inh is entered as -8.7%
COc1ccc2oc(C(=O)Nc3nccs3)c(C)c2c1 in HCV inh is entered as 10.1%

(listing goes on)
Each structure is followed by: HCV inh	HCMV antiviral	AmpC detergent	Giardia FBPA inh	AmpC no deterg	Sm TGR inh
Cc1cc(C)c2c(N)c(C(=O)NN)sc2n1
  ?	7.4	0.9%	-12.9%	-28.3%	2.1%
CCN(CC)c1ccc(NC(=O)C(Cc2ccccc2)NS(=O)(=O)c2ccc(Br)s2)c(C)c1 (stereo not drawn)
  .	-10.3	-3.2%	.	.	-4.8%
COCCCNCCOCCOc1ccc(Cl)cc1C(C)(C)C
  ?	?	?	-24.4%	93.6%[activator]	-3.4%
COc1ccc2oc(C(=O)OCC(=O)N3CC(C)CC(C)C3)c(C)c2c1 (stereo not drawn)
  -25.8%	-8.8	?	.	23.2%	?
CCN1c2ccccc2-c2nc(SCC(=O)Nc3cccc(C)c3C)ncc2S1(=O)=O
  .	-17.4	0.1%	.	.	-0.1%
CCN(CC)S(=O)(=O)c1ccc(NC(=O)CN(c2cccc(C)c2)S(C)(=O)=O)cc1
  0.6%	14.1	-9.7%	-0.1%	-11.2%	3.1%
Cc1nn(CC(=O)NCCCN2CCN(Cc3ccccc3)CC2)c(=O)c2cc(-c3ccccc3)nn12
  -10.8%	-22.7	?	.	83.2%[activator]	-2.0%
CCN(CC)S(=O)(=O)c1ccc2c(c1)c(=O)c(C(=O)NCc1ccc3c(c1)OCO3)cn2C
  1.3%[0.335 µM]	.	?	2.9%	-12.8%	-24.3%
COc1ccccc1N1CCN(/N=C/c2cc(OC)c(O)c(OC)c2)CC1
  2.3%	-12.0	-6.3%	-5.0%	37.5%	-27.3%
O=C(CNC(=O)c1ccc(Br)o1)Nc1ccncc1
  -3.1%	-30.4	?	.	-16.9%	-11.0%
COc1cccc(CNC(=O)N[C@@H](C)C(=O)O)c1
  -1.7%	12.4	-7.2%	5.4%	-5.1%	3.1%
COc1ccc(N(C(=O)COc2ccc(C)cc2)S(=O)(=O)c2ccc(C)cc2)cc1
  14.6%	-3.0	-4.9%	-6.5%	-25.1%	-21.8%
CCc1nn(CC(=O)Nc2cc(C)cc(C)c2)c(=O)c2cc3sccc3n12
  .	-8.8	-1.0%	.	.	-2.3%
O=C(Nc1ccccc1N1CCCC1)c1ccc(F)c(S(=O)(=O)N2CCOCC2)c1
  -18.0%	-11.8	-0.5%	.	17.8%	-4.6%
CC(=O)N1CCN(S(=O)(=O)c2ccccc2)C1c1ccccc1 (stereo not drawn)
  11.8%	5.6	2.8%	4.6%	-5.1%	0.0%
Cc1nc(NS(=O)(=O)c2ccccc2)sc1NC(=O)Nc1ccccc1
  -0.6%	-25.4	2.2%	3.1%	-40.3%	.
COc1cc2c(cc1OC)CC(=O)NC=C2
  -0.2%	45.9	-10.1%	?	-11.5%	-3.1%
COc1cc(CN2CCC(C(=O)N3CCCC(C)C3)CC2)cc(OC)c1O (stereo not drawn)
  -7.9%	-20.2	-1.5%	?	-19.3%	10µM*
COc1ccc(-c2ncc(CN3CCC(CO)(Cc4cccc(OC)c4)CC3)cn2)cc1
  ?	0.0	6.5%	-5.7%	218.8%[activator]	8.3%
O=C(NCCc1ccccc1)c1cnc2sc(N3CCOCC3)nn2c1=O
  .	22.1	-10.0%	.	.	-3.7%

The results go on.
SMILES,HCV inh,HCMV antiviral,AmpC detergent,Giardia FBPA inh,AmpC no deterg,Sm TGR inh
COc1ccc(-c2noc(CCC(=O)NCCCN3CCN(c4ccc(F)cc4)CC3)n2)cc1,22.4µM*,-63.8*,4.2%,0.0%,151.2%[activator],-0.2%
COC(=O)CSc1nc2c(c(-c3ccc(C)o3)c1C#N)CCCC2,5.62µM*,-6.7,-10.4%,9.5%,-30.5%,58.1%[activator]
COc1ccc(CCNC(=O)c2ccc3ccccc3n2)cc1OC,?,-25.4,-7.0%,-0.6%,30.5%,.
O=C(C[n+]1ccccc1)c1ccc(Cl)cc1,10.0%,.,0.8%,5.7%,-20.6%,-20.6%
COc1ccccc1CNC(=O)Cc1csc2nc(-c3ccccc3)cn12,.,-31.0,1.3%,.,.,-0.3%
Cc1nc(CC(C)C)cc(C(=O)N2CCCC(CNS(=O)(=O)c3cccs3)C2)n1 (stereo not drawn),-15.3%,31.0,6.3%,0.5%,29.5%,-30.7%
CCCCCCN1C=CC(=C/C=C(\C#N)C(=O)OCC)C=C1,?,-17.2,4.7%,-0.5%,-11.3%,6.9%
COc1ccc(CNC(=O)CN(Cc2ccccc2Cl)C(=O)c2csnn2)cc1,-14.7%,?,4.4%,.,-9.8%,-1.0%
O=C(CSc1nnc(-c2ccccc2)c2ccccc12)NCC1CCCO1 (stereo not drawn),.,.,-13.0%,1.1%,28.5%,-2.0%
Cc1noc(C)c1NC(=O)Nc1ccc2c(c1)C(=O)N([C@H](C)CO)C[C@H](C)[C@@H](CN(C)S(=O)(=O)c1cccs1)O2,21.3%,-39.6,.,.,123.5%[activator],.

Record cards, as listed above. Screens in order: HCV inh | HCMV antiviral | AmpC detergent | Giardia FBPA inh | AmpC no deterg | Sm TGR inh
Listed for CCCCCCN1C=CC(=C/C=C(\C#N)C(=O)OCC)C=C1 = ? | -17.2 | 4.7% | -0.5% | -11.3% | 6.9%
Listed for COc1ccc(CCNC(=O)c2ccc3ccccc3n2)cc1OC = ? | -25.4 | -7.0% | -0.6% | 30.5% | .

(listing goes on)
SMILES,HCV inh,HCMV antiviral,AmpC detergent,Giardia FBPA inh,AmpC no deterg,Sm TGR inh
COC(=O)c1ccccc1OC(=O)c1cccnc1,8.7%,27.8,-2.4%,5.2%,-6.2%,1.4%
CCOc1ccccc1NS(=O)(=O)c1cc2c3c(c1)CC(=O)N3CCC2,-13.0%,?,-1.6%,13.8%,29.6%,-7.0%
CCOC(=O)Cc1csc(NC(NC(=O)CC)(C(F)(F)F)C(F)(F)F)n1,12.2%,52.7,-9.6%,5.6%,0.2%,-5.2%
Cn1cc(S(=O)(=O)N2CCN(c3ccc(F)cc3)CC2)c(=O)n(C)c1=O,13.4%,-1.5,?,-0.6%,?,-1.5%
CC(=O)c1c(-c2ccccc2)c2ccccc2[nH]c1=O,8.0%,-31.9,8.8%,5.3%,-25.1%,.
CSCCC1Nc2ccc(S(=O)(=O)N3CCOCC3)cc2NC1=O (stereo not drawn),17.6%,-7.0,-18.0%,-0.7%,-11.4%,50.1µM*
O=C(CN1C(=O)/C(=C/c2ccccc2F)Sc2ccccc21)NCCCN1CCOCC1,?,?,?,-5.3%,173.3%[activator],-0.5%
Cc1ccccc1NS(=O)(=O)c1cc(C(=O)NCc2ccco2)ccc1C,?,-29.7,?,3.5%,-20.4%,?
COc1ccc(Nc2ccc([N+](=O)[O-])cc2[N+](=O)[O-])cc1,2.0%,-2.6,-2.1%,0.2%,-26.1%,-24.4%
NC(=O)C1CCN(C(=O)COc2ccc3ccccc3c2Br)CC1,28.8%,53.9,-6.1%,.,49.3%,-19.2%
